# GAA850 FXN act – frataxin GAA850 promoter activation; HEK293 lucGAA850 FXN promoter luciferase reporter, 24 h; percent of 10 µM SAHA response; AID 540364; actives 0.56% (n = 360,000); activation, % at 6 µM;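 active = activation above the average of all compounds screened plus 3 SD, cutoff fixed separately per campaign, cut at about 7.5% in these data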;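 also: 0% = DMSO wells and 100% = 10 µM SAHA wells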
# DAX1 inh-1 – inhibitors of DAX1 repression of SF-1 activated StAR promoter; HEK293T StAR-luciferase reporter, SF-1/DAX-1 repression relief; inhibition, % at 6.8 µM; actives 1.1% (n = 370,000); AID 652010;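 active = inhibition above the mean over all tested compounds plus 3 SD, cut at about 3.6% in these data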;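 also: 0% = DAX-1 cells with DMSO and 100% = cells lacking DAX-1 with DMSO; higher inhibition means more luminescence from relief of DAX-1 repression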
# hgDAF-12 ag – agonists of H. glycines DAF-12 nuclear receptor | activation, % at 6.8 µM | AID 687014 | actives 1.8% (n = 370,000) | HEK293 GAL4-hgDAF12 UAS-luciferase reporter, agonist luminescence; normalized to butyrate control;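 active = activation above a cutoff set at the mean of all screened compounds plus 3 SD, cut at about 10% in these data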;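 also: 0% = DMSO wells and 100% = sodium butyrate wells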
# PG9 Ab binder – small molecules binding HIV-1 gp120 antibody PG9; TR-FRET gp120-PG9 antibody binding; inhibition, % at 6.7 µM; actives 0.43% (n = 360,000); in the data active = inhibition above about 8.5%
# NR1D1 modulator – modulates human Rev-erb alpha binding to DNA. P20393. Rev-erbα–FITC-DNA binding, fluorescence polarization, 90 min. activity, % at 10 µM. actives 0.79% (n = 370,000). AID 1259318;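 active = activity above about 14%, limit read from the data; passing the limit was not always enough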;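 also: 0% = DMSO wells with 35 nM protein and 100% = DMSO wells with 750 nM protein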
# Target sequence (P20393 whole entry, looked up): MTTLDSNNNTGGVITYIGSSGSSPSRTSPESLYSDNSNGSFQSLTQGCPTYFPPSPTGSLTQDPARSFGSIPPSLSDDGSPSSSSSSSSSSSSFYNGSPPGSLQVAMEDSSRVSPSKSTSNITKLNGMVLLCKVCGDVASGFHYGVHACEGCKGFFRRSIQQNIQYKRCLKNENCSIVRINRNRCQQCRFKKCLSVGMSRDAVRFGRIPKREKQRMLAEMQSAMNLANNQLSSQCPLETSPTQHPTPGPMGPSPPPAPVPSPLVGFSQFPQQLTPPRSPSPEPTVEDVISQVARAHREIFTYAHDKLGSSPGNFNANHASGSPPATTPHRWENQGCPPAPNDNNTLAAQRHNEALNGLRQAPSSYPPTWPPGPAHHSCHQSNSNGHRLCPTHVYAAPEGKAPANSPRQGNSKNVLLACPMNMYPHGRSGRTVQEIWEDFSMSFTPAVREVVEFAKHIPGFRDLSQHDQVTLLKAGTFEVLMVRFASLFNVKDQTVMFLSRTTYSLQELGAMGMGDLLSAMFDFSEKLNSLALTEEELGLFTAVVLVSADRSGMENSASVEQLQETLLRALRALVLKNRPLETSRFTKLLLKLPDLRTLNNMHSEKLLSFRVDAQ
# HGIII-sPLA2 inh – Blocks human group III sPLA2 activity; actives 0.56% (n = 370,000); QFRET BODIPY PC-A2 liposome hydrolysis, fluorescence; Q9NZ20; AID 743126; inhibition, % at 12.2 µM;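 active = inhibition above mean plus 3 SD of compounds lying within the high and low control bounds, cut at about 19% in these data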;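 also: 0% = median of test compound wells and 100% = no enzyme DMSO wells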
# Target sequence (Q9NZ20 whole entry, looked up): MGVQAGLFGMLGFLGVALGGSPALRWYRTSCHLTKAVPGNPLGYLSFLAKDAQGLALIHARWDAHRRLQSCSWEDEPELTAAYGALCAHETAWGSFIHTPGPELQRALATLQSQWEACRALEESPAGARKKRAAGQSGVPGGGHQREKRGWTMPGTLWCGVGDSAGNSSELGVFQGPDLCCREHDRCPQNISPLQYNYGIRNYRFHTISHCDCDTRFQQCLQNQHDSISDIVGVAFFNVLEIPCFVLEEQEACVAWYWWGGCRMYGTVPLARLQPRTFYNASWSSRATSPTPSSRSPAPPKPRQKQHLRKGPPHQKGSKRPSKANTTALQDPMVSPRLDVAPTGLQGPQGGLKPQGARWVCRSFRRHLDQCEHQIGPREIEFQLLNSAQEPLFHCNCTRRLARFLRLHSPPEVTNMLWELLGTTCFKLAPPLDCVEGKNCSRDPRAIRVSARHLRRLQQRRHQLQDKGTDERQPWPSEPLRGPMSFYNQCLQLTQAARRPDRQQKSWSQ
# hcDAF-12 act – activates DAF-12 receptor from parasite H. contortus | HEK293 hcDAF-12 lit1-tk-luc reporter, luminescence; 0% DMSO, 100% Δ7-dafachronic acid | activation, % at 6.8 µM | AID 652067 | actives 1.4% (n = 370,000);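 active = activation above the mean of all tested compounds plus 3 SD, cut at about 5.5% in these data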;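 also: 100% = response to 3 µM Δ7-dafachronic acid high control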
# PLCb3 inh – blocks human PLC-beta3 enzyme activity | Q01970 | Purified PLC-beta3, fluorogenic substrate, fluorescence | inhibition, % at 12.2 µM | actives 0.18% (n = 370,000); in the data active = inhibition above about 11%;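 also: 0% = median of compound wells on plate and 100% = full blocker control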
# DAX1 inh-2 – NR0B1 (DAX1) inhibition | P51843 | HEK293 Gal4-DAX1 luciferase reporter, luminescence | inhibition, % at 6.75 µM | actives 0.99% (n = 340,000) | AID 504766;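 active = inhibition above the mean over all tested compounds plus 3 SD, cut at about 4.2% in these data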;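 also: 0% = DAX1-transfected cells with DMSO and 100% = empty-vector control cells with DMSO; inhibition shows as a rise in luminescence from relieved DAX1 repression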
# ssDAF12 agonist – S. stercoralis DAF-12 activation, primary screen; HEK293 ssDAF-12/GRIP1 lit1-tk-luc reporter, luminescence; % of 3 µM dafachronic acid response; activation, % at 6.8 µM; actives 1% (n = 370,000);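 active = activation above the mean over all tested compounds plus 3 SD, cut at about 0.9% in these data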;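 also: 0% = DMSO-only wells and 100% = 3 µM delta7-dafachronic acid wells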
# SMARCA2 act – increases SMARCA2 function in MMTV reporter cells; MG213 cells, MMTV-luciferase reporter, dexamethasone, overnight; activation, % at 9.1 µM; actives 1% (n = 370,000); AID 652017; in the data active = activation above about 7.8%;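 also: 0% = vehicle wells and 100% = reference activator wells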
# * = called active by the depositor; i = inactive; / = no result given. Hits appear at their usual frequency. Share with any hit: about 7%.
SMILES,GAA850 FXN act,DAX1 inh-1,hgDAF-12 ag,PG9 Ab binder,NR1D1 modulator,HGIII-sPLA2 inh,hcDAF-12 act,PLCb3 inh,DAX1 inh-2,ssDAF12 agonist,SMARCA2 act
O=C1NC(=O)C(CC(=O)N(Cc2cccs2)C2(C(=O)NC3CCCC3)CCCCC2)N1 (centres undefined),-1.6,0.4,-0.7,-2.4,0,-9,8.7*,1,-0.9,-0.6,2
CSCCC(NC(=O)COc1ccccc1)C(=O)N1CCCC(C(F)(F)F)C1 (centres undefined),0.2,1.1,-1.6,1.6,-5,0,0.3,3,-1.1,-1.2,-1
Cc1ccc(NC(=O)c2ccc(COc3ccccc3)o2)nc1,1.8,0.0,0.3,-1.2,4,-5,-1.8,-13,1.0,-0.5,3
Cc1ccc(OCCC(=O)Nc2ccc(F)c(Cl)c2)cc1,0.0,-0.2,-1.8,-2.3,-1,-10,-1.5,3,1.2,-0.9,1
O=C(NC1CCN(S(=O)(=O)c2ccccc2F)CC1)c1cccnc1,1.8,-0.2,0.7,-0.9,-10,2,0.6,5,0.7,-0.7,-1
O=C(Cn1cnnn1)NCc1ccccc1,2.1,0.1,-2.3,-2.6,-3,0,-0.6,-2,0.7,-0.8,0
CCOc1ccc2nc(NC(=O)C3CCCO3)sc2c1 (centres undefined),2.1,3.0,18*,-3.0,-5,-3,4.5,-5,1.5,0.4,6
N/C(=N\C(=O)OCc1ccccc1)N(CC#CC1=CCCCC1)CC1CC1,/,-0.3,4.4,/,3,-12,0.9,-1,/,-1.5,-3
Cc1nnc(NC(=O)c2cc3ccccc3o2)s1,3.0,1.2,7.2,-0.7,-2,1,3.9,-6,1.9,-0.4,0
COc1cc(C(=S)NCc2ccccc2)cc(Br)c1O,1.9,-0.5,-2.2,-2.2,-3,10,2.0,2,0.3,-1.1,4
c1ccc2c(c1)ncc1cccn12,1.0,0.5,4.8,-1.4,0,8,6.7*,i,0.5,1.5*,0
FC(F)(F)c1ccccc1Cc1c(C2CCCCC2)nc2ccc(Br)cn12,/,2.5,5.4,-0.7,13,2,-0.1,-2,/,-1.6,-3
CN(CC(=O)Nc1ccc(N2CCOCC2)cc1)CC(=O)Nc1ccccc1[N+](=O)[O-],0.2,0.1,-0.9,-3.5,-3,21*,-0.2,-10,0.5,-1.1,-3
COc1cc(C2=Nc3ccc(Br)cc3C(c3ccccc3)N2CC(=O)NN)cc(OC)c1OC (centres undefined),-1.2,-0.2,-2.1,-0.7,-1,-10,0.4,-13,/,-1.7,-1
Cc1ccc(S(=O)(=O)NC(=O)C2(C)CCN2C(=O)C2CCCCC2)cc1 (centres undefined),-0.3,1.2,-1.6,0.0,-1,5,-1.2,0,/,-0.9,-2
CCNc1ccc(S(=O)(=O)N(C)C)cc1NCC(=O)Nc1c(F)cccc1F,2.2,0.5,0.4,-4.0,-3,11,0.7,-1,-0.1,-1.4,-1
COc1cc(-c2cc(=O)c3ccccc3o2)ccc1O,5.6,3.1,9.7,0.2,3,-9,2.7,-335,2.1,-1.1,5
Cc1ccc(S(=O)(=O)NCc2nnnn2-c2ccc(F)cc2)cc1,-2.0,-0.3,3.1,-1.7,-1,-16,3.0,-3,0.0,-1.0,-4
Oc1ccccc1-c1cc(-c2ccco2)[nH]n1,5.5,1.7,12*,-0.5,-4,-11,7.6*,-6,1.0,0.5,-2
O=C(CSc1nnc(-c2ccncc2)o1)Nc1ccccc1Cl,1.3,1.2,4.8,-3.1,-2,-3,0.3,-1,0.3,-0.7,2
CC(C)Sc1nnc(SCC(=O)N(C)C2CCS(=O)(=O)C2)s1 (centres undefined),1.4,-1.2,-1.9,-3.2,-5,4,-1.0,-5,0.4,-1.5,3
Cc1ccc(CNC(=O)C(CC(C)C)OC(=O)c2ccco2)cc1 (centres undefined),-1.1,0.0,2.6,-0.8,2,5,-0.8,-11,-0.6,-0.2,-3
COc1ccc(Nc2nnc(SCC(=O)N3CC(=O)Nc4ccccc43)s2)cc1,-0.7,-0.2,2.0,0.1,2,-4,-0.5,0,0.7,-1.8,0
O=P(c1ccccc1)(c1ccccc1)c1nc(-c2ccc(Cl)cc2)oc1N1CCOCC1,1.2,0.0,-2.1,-1.3,-3,-1,-4.2,-79,-1.4,-1.1,-4
CC(Oc1cccc(Cl)c1)C(=O)Nc1cc(S(=O)(=O)N2CCOCC2)ccc1N1CCCCC1 (centres undefined),0.8,-2.1,-1.3,-2.2,11,-21,-0.7,3,-2.0,-0.8,-4
Cc1ccc(Cn2c(C)c(C(=O)NCc3ccccc3C(F)(F)F)sc2=O)cc1,-1.0,-2.4,-3.4,0.5,1,-7,-1.5,0,/,-1.4,-1
Cc1cc(C2=NNC(=NC3CC3)SC2)c(C)n1-c1ccccc1F,-16,-3.8,-20,2.0,-7,-1,-8.0,-22,-5.8,-4.2,-8
COc1ccccc1-c1nnc(NC(=O)C2=COCCO2)o1,2.5,-0.2,1.4,-1.1,-4,15,1.2,1,-1.1,-0.2,-3
O=C(Nc1cccc(Cl)c1)ON=C1c2ccccc2-c2ccccc21,1.2,1.0,3.0,-1.0,12,-31,3.7,-5,-0.1,-0.5,1
CC(C)c1ccc(NC(=O)C(c2ccccc2)N2CCOCC2)cc1 (centres undefined),0.5,0.0,3.9,0.4,3,6,1.3,2,0.8,-0.6,1
Cc1cccc(C)c1NC(=O)C[N+](C)(C)CC(O)COc1cccc2ccccc12 (centres undefined),0.2,0.7,-1.4,0.3,3,-8,-1.7,-14,-0.2,-0.1,-4
COc1cccc(CN2CCN(Cc3cc4ccccc4[nH]3)CC2CCO)c1 (centres undefined),0.5,-0.1,-1.1,-0.3,1,-3,3.2,-7,-0.3,0.3,-4
CSC1=NCCN1C(=O)c1ccc(C)cc1,0.8,0.4,2.1,-1.2,5,-7,-0.3,-4,0.2,-1.2,0
CN(Cc1nc2ccc(F)cc2[nH]1)Cc1nc(CC2CC2)no1,1.1,-0.7,-1.0,-2.7,6,5,-2.6,-1,0.6,-0.8,-1
O=C1N(Cc2cccc(Cl)c2)C[C@@H]2C[C@@H](c3cccn3-c3ccccn3)N3CCC[C@@]123,-1.2,0.1,-1.5,0.0,-6,-1,0.2,-13,2.4,-0.9,-2
CCc1ccc(-c2cc(C)no2)cc1S(=O)(=O)NCCN1CCC(C)CC1,0.5,1.8,2.7,-1.7,-5,-12,-1.1,-4,1.3,-1.8,0
CCc1ccc(C(C)NC(=O)c2ccc(F)cc2)cc1 (centres undefined),1.2,-0.5,-3.4,-0.1,2,8,0.4,4,0.4,-0.9,-5
CC(C)(C)OC(=O)N(Cc1ccccc1)Cc1ccccc1OCc1cccc(NC(=O)C2CC2)c1,0.5,0.8,-0.4,0.5,-5,-9,-1.9,-2,-0.6,-0.8,0
CCOC(=O)N1CCN(S(=O)(=O)N(C)C)CC1,-0.9,-0.8,-1.8,0.8,4,-4,0.2,1,-0.1,-0.7,0
OC(COCc1ccccc1)CN1CCN(c2ccccc2)CC1 (centres undefined),0.8,-0.9,0.1,0.8,-5,1,3.5,0,-1.5,-0.7,-5

# A draw from above in order of formula weight, low to high.
SMILES,GAA850 FXN act,DAX1 inh-1,hgDAF-12 ag,PG9 Ab binder,NR1D1 modulator,HGIII-sPLA2 inh,hcDAF-12 act,PLCb3 inh,DAX1 inh-2,ssDAF12 agonist,SMARCA2 act
CSC1=NCCN1C(=O)c1ccc(C)cc1,0.8,0.4,2.1,-1.2,5,-7,-0.3,-4,0.2,-1.2,0
CCOC(=O)N1CCN(S(=O)(=O)N(C)C)CC1,-0.9,-0.8,-1.8,0.8,4,-4,0.2,1,-0.1,-0.7,0
CN(Cc1nc2ccc(F)cc2[nH]1)Cc1nc(CC2CC2)no1,1.1,-0.7,-1.0,-2.7,6,5,-2.6,-1,0.6,-0.8,-1
OC(COCc1ccccc1)CN1CCN(c2ccccc2)CC1 (centres undefined),0.8,-0.9,0.1,0.8,-5,1,3.5,0,-1.5,-0.7,-5
Cc1cccc(C)c1NC(=O)C[N+](C)(C)CC(O)COc1cccc2ccccc12 (centres undefined),0.2,0.7,-1.4,0.3,3,-8,-1.7,-14,-0.2,-0.1,-4
O=C1N(Cc2cccc(Cl)c2)C[C@@H]2C[C@@H](c3cccn3-c3ccccn3)N3CCC[C@@]123,-1.2,0.1,-1.5,0.0,-6,-1,0.2,-13,2.4,-0.9,-2
CC(C)(C)OC(=O)N(Cc1ccccc1)Cc1ccccc1OCc1cccc(NC(=O)C2CC2)c1,0.5,0.8,-0.4,0.5,-5,-9,-1.9,-2,-0.6,-0.8,0

# (listing goes on)
SMILES,GAA850 FXN act,DAX1 inh-1,hgDAF-12 ag,PG9 Ab binder,NR1D1 modulator,HGIII-sPLA2 inh,hcDAF-12 act,PLCb3 inh,DAX1 inh-2,ssDAF12 agonist,SMARCA2 act
Cc1cc2ccccn2c1C(=O)c1ccccc1Br,-0.6,-0.7,-0.5,-0.8,-1,2,-2.3,-12,-0.7,-0.5,-3
CC(NC(=O)c1cc(-c2ccncc2)nc2ccc(Br)cc12)C1CCCO1 (centres undefined),1.3,-0.4,0.6,1.9,3,10,5.2,-10,-0.6,0.8,-3
C=C(C)Cn1c(CCCNC(=O)C(C)(C)C)nc2ccccc21,-1.6,0.6,-1.5,0.2,0,3,-1.9,0,-2.4,-0.5,-2
CCCCSc1cc(C)nc2ncnn12,-0.8,0.1,-0.9,-3.6,0,3,-1.0,3,0.3,-0.5,-2
CC(C)(CC(=O)OCC(=O)Nc1ccccc1F)CC1=NS(=O)(=O)c2ccccc2N1,-1.1,-0.9,-2.4,0.9,3,-2,-3.4,-4,-0.4,-1.5,-3
O=C(Nc1nc(-c2cc(F)ccc2F)cs1)C1=NN(c2ccccc2)C(=O)CC1,3.6,-0.3,3.2,-2.1,1,-2,3.0,-16,0.4,0.5,-2
CC1=C(C(=O)OCC(C)C)C(c2cc3c(cc2Br)OCO3)NC(=O)N1C (centres undefined),1.0,0.3,1.0,-1.4,1,-2,-0.9,0,-0.1,-1.8,1
Cc1nn(Cc2ccccc2)c2c1C(c1ccc(Cl)cc1)C(C#N)=C(N)O2 (centres undefined),-2.1,-0.3,-0.6,-1.5,-2,7,-2.6,-9,0.4,-0.7,-3
CCN(CC)CCCNc1oc(-c2cccc(Cl)c2)nc1C#N,-3.8,0.9,0.9,-1.4,2,-6,-0.2,i,0.1,-1.4,5
O=C(CSc1ccccc1Cl)c1ccco1,1.1,0.7,0.1,-0.8,0,-28,0.2,3,-0.2,-0.9,-3
Cc1c(C)n(CC(O)CN2CCOCC2)c2ccccc12 (centres undefined),0.1,0.2,-1.1,0.6,0,3,-1.4,-9,-0.3,-1.5,-1
O=C(CCc1ccccc1Cl)NC1CCCN(c2ccc(C(F)(F)F)cn2)C1 (centres undefined),1.0,-0.1,0.2,2.1,10,0,1.8,-5,0.0,-0.6,-4
CCCCn1c(N)c(N(CCOC)C(=O)CCCc2nc3ccccc3c(=O)[nH]2)c(=O)[nH]c1=O,-1.0,-1.4,1.6,0.9,-3,2,0.0,3,-1.0,-0.8,-2
CC(OC(=O)C1CCCCC1)C(=O)Nc1cccc(Cl)c1 (centres undefined),1.4,-1.7,-3.7,-0.8,1,-9,-1.7,8,-1.0,-0.9,-4
